Bioassay records as filed in PubChem.
CHRM4 PAM: potentiates acetylcholine response at human M4 receptor. AID 624126. activation, % at 3 µM. 360,000 compounds, 0.4% hits. CHO-K1 hM4/Gqi5, Fluo-8 calcium fluorescence, ACh EC20; 0% = ACh EC20, 100% = maximal ACh;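 active means activation above its plate's cutoff, the mean activation of sample wells plus 3 SD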; further: some results filed as inactive read as strong as hits
CHRM5 PAM: positive allosteric modulators of human muscarinic M5 receptor | activation, % at 3 µM | 360,000 compounds, 0.3% hits | CHO-K1 hM5, Fluo-8 calcium, ACh EC20 PAM; 0% = ACh EC20, 100% = ACh EC100 | P08912;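 active means activation above the run cutoff, the mean activation of all test compounds plus 3 SD, cut at about 18% in these data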
Target sequence (P08912 whole entry, looked up): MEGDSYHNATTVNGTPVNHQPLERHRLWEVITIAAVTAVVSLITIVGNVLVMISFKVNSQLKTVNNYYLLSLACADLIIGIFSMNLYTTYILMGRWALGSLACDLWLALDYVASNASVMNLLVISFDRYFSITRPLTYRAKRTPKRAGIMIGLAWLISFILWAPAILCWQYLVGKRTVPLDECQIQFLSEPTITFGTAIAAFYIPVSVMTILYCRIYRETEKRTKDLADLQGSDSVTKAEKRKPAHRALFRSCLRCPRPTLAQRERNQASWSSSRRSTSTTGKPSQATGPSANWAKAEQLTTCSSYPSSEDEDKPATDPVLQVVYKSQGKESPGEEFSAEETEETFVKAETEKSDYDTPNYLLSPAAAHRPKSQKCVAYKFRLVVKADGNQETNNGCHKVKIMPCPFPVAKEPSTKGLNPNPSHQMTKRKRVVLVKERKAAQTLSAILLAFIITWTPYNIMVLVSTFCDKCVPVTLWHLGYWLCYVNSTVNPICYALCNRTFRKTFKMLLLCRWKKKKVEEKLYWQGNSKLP
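Measured by: Fluo-8 calcium fluorescence; material: human M5 receptor in CHO-K1 cells; schedule: Post-acetylcholine fluorescence recording 140 s; benchmarks: low control EC20 acetylcholine (0%), high control EC100 acetylcholine (100%); read-out: Max/basal fluorescence ratio as % of EC20–EC100 ACh window; compound: single dose, 3 µM nominal final test concentration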
CRFBP-R2 block: antagonists of CRF-binding protein/CRF-R2 receptor complex; HEK293 CRF-R2/CRF-BP, CRF-induced calcium fluorescence; inhibition, % at 11.8 µM; 350,000 compounds, 0.59% hits; AID 588475;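 active means inhibition of the ligand-induced calcium signal above about 50% at the single tested concentration, limit read from the data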
CHRM4 antagonist: blocks acetylcholine activation of human M4 receptor; CHO-hM4 cells, ACh EC80, Fluo-8 calcium fluorescence; 360,000 compounds, 0.73% hits; inhibition, % at 3 µM;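 active means inhibition above its plate's cutoff, the mean inhibition of sample wells plus 3 SD, cut at about 27% in these data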;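 further: 0% = acetylcholine EC80 with DMSO and 100% = DMSO without agonist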
CRFBP-R2 agonist: agonists of human CRF-binding protein/CRF-R2 receptor complex; HEK293 CRF-R2/CRF-BP, calcium dye fluorescence (FLIPR); percent of saturating CRF peptide response; activation, % at 13.2 µM; 350,000 compounds, 0.46% hits; AID 588473;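 active means activation of at least 50%, plus an integration ratio under a set limit after plate pattern correction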;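 further: plate controls were neutral control wells without compound for no effect and CRF at EC100 for full effect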
CHRM1 PAM: potentiates human M1 receptor response to acetylcholine | P11229 | CHO-K1 hM1, Fluo-8 calcium fluorescence, ACh EC20; 0% = ACh EC20, 100% = maximal ACh | activation, % at 3 µM | 360,000 compounds, 0.088% hits; in the data active means activation above about 19%, passing the limit was not always enough
Target sequence (P11229 whole entry, looked up): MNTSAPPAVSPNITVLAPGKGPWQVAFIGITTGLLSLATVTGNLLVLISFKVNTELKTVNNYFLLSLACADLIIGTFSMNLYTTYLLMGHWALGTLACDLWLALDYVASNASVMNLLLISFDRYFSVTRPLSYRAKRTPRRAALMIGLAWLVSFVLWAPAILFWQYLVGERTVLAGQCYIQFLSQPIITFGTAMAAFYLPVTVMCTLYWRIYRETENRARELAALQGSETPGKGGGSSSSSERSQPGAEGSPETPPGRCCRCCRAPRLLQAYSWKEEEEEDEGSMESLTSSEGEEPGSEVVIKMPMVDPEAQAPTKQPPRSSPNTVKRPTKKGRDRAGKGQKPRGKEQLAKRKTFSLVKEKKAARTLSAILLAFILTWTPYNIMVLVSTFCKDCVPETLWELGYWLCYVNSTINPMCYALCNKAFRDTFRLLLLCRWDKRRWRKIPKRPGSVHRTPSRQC
M5 ag: CHRM5 agonism in calcium assay | P08912 | 360,000 compounds, 0.19% hits | CHO-K1 hM5 cells, Fluo-8 calcium fluorescence; 0% DMSO wells, 100% maximal acetylcholine response | AID 624037 | activation, % at 3 µM;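 active means activation above the run's mean over test compounds plus 3 SD, cut at about 23% in these data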;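 further: signal is peak over basal fluorescence ratio across the kinetic read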
M5 antag: blocks acetylcholine activation of human M5 receptor | P08912 | CHO-hM5 cells, Fluo-8 calcium fluorescence, ACh EC80 | inhibition, % at 3 µM | 360,000 compounds, 0.59% hits | AID 624040;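 active means inhibition above a per-plate cutoff, the mean of that plate's test compounds plus 3 SD, cut at about 27% in these data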;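 further: 0% = acetylcholine EC80 with DMSO and 100% = DMSO without agonist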
CHRM4 agonist: agonists of human muscarinic M4 receptor (CHRM4) | activation, % at 3 µM | CHO-K1 hM4/Gqi5, Fluo-8 calcium fluorescence; vehicle 0%, full acetylcholine response 100% | 360,000 compounds, 0.14% hits | P08173 | AID 624127;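 active means activation above the run mean over all test wells plus 3 SD, cut at about 32% in these data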;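 further: peak over basal fluorescence ratio per well then scaled between controls; 0% = DMSO wells and 100% = acetylcholine at EC100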
An asterisk follows results filed as active; . = not tested or not shown.

Start of the data: the first two entries, ahead of the listing:
Every second line gives: CRFBP-R2 block | M5 antag | CHRM5 PAM | CHRM1 PAM | CHRM4 PAM | M5 ag | CHRM4 agonist | CRFBP-R2 agonist | CHRM4 antagonist
- Cc1ccc(O)c(NC(=O)c2ccco2)c1
    -3 | -7 | 4 | -1 | -2 | -2 | 0 | 0.7 | 7
- CCN(CC)S(=O)(=O)c1ccc(C(=O)NCCN(C)C)cc1
    1 | -2 | -6 | 1 | 0 | 0 | 9 | 1.1 | -3

Results, previewed entries included:
Every second line gives: CRFBP-R2 block | M5 antag | CHRM5 PAM | CHRM1 PAM | CHRM4 PAM | M5 ag | CHRM4 agonist | CRFBP-R2 agonist | CHRM4 antagonist
- Cc1ccc(O)c(NC(=O)c2ccco2)c1
    -3 | -7 | 4 | -1 | -2 | -2 | 0 | 0.7 | 7
- CCN(CC)S(=O)(=O)c1ccc(C(=O)NCCN(C)C)cc1
    1 | -2 | -6 | 1 | 0 | 0 | 9 | 1.1 | -3
- CCN(CC)C(=O)[C@H]1C[C@H](CC(=O)NCCN2CCOCC2)C(=O)N2CCc3c([nH]c4ccc(Cl)cc34)[C@]12C
    4 | -5 | -2 | 13 | 6 | -2 | 1 | -0.8 | -17
- O=S1(=O)CCN2C(c3ccc4c(c3)CCCC4)=CSC2=N1
    -19 | -13 | 7 | -5 | 2 | -3 | 2 | 1.6 | -8
- O=C(CNC(=O)c1ccccc1)NC1(C(=O)NC2CCCCC2)CCCCC1
    13 | 4 | -3 | 7 | -1 | -2 | 1 | -4.1 | -2
- CN(CC(=O)OCC(=O)c1c(N)n(C)c(=O)n(C)c1=O)S(=O)(=O)c1ccc(Cl)cc1
    -7 | 0 | -5 | 7 | -3 | -1 | 7 | 0.4 | -9
- CC1CCC2(CC1)NC(CO)(CO)CO2 (stereo not given)
    8 | -5 | 2 | 7 | -1 | 1 | 2 | -0.2 | -3
- COc1ccccc1NC(=O)c1ccc(Br)c(S(=O)(=O)N2CCCC2)c1
    -4 | -2 | -2 | 11 | -4 | 0 | 10 | -0.7 | -11
- COc1ccc(NC(=S)N(CCC(C)C)C2CCN(C(C)C)CC2)cc1
    -9 | 15 | 3 | 3 | -1 | -5 | 1 | 1.8 | 4
- Cc1ccc(S(C)(=O)=NC(=O)c2cc(C)on2)cc1 (stereo not given)
    0 | 1 | 5 | -2 | 14 | -1 | 0 | -0.7 | -6
- CC(=O)N1CC2(c3ccccc3)CN(C(C)=O)CC(c3ccccc3)(C1)C2=O
    -11 | 0 | 3 | 7 | 4 | -8 | 3 | 2.6 | -1
- CCCC(=O)N1CCN(c2nnc(-c3ccccc3)c3ccccc23)CC1
    -1 | -4 | 9 | -1 | -7 | 3 | 2 | 0.5 | 1
- COC(=O)c1cc(S(=O)(=O)NCCc2sccc2C)c[nH]1
    8 | 11 | -5 | -1 | -4 | 1 | 3 | -0.8 | 2
- COc1ccccc1C(=O)NCCC(=O)N1CCN(S(=O)(=O)c2ccc(Cl)cc2)CC1
    -7 | 3 | -14 | 10 | 4 | -6 | 1 | -0.1 | 4
- COc1ccc(-c2c(-c3ccc(O)cc3O)n[nH]c2C)cc1OC
    -4 | -8 | -4 | 7 | -2 | 10 | 2 | 1.0 | 8
- CCOc1ccc(NC(=O)c2cccc3ccccc23)cc1
    10 | 16 | -4 | -6 | -6 | -1 | 2 | 0.5 | 7
- CCOC(=O)C1CCN(c2ncnc3c2nnn3Cc2ccccc2Cl)CC1
    59* | 5 | -2 | -1 | 1 | -1 | 0 | -1.0 | -2
- CCN(CCO)C(=S)Nc1cc(C(=O)OC)ccc1C(=O)OC
    -2 | -5 | 0 | 1 | -2 | -1 | 0 | 4.3 | -2
- C/C(=N/NC(=O)c1sc(NS(=O)(=O)c2ccc(C)cc2)nc1C)c1sc(N)nc1C
    -13 | 7 | -5 | 11 | 3 | -2 | 1 | 1.0 | 5
- COC(=O)c1sccc1NC(=S)N1CCN(C)CC1
    3 | 4 | -1 | 7 | -12 | 2 | 0 | -2.6 | -2
- COc1ccc(S(=O)(=O)N(C(C)=O)c2ccc(OC(C)=O)c3ccccc23)cc1[N+](=O)[O-]
    14 | 3 | -4 | 5 | 2 | 2 | 5 | 0.5 | 5
- Cc1ccc(NC(=S)NC2CCCCC2)cc1S(=O)(=O)N(C)C
    0 | 6 | -5 | -5 | -15 | 0 | 9 | 0.1 | 1
- COc1ccc(C2CC(=O)Oc3cc(O)cc(O)c32)cc1 (stereo not given)
    5 | 3 | -5 | 9 | -3 | 4 | 2 | -0.1 | -20
- CN(C)S(=O)(=O)c1cccc(NC(=O)COC(=O)CCOc2ccccc2)c1
    -9 | 17 | -3 | 5 | 6 | 4 | 6 | -2.3 | -6
- CCC(C(=O)NCCc1ccc(OC)cc1OC)n1nc(C)n2c(cc3occc32)c1=O (stereo not given)
    2 | 14 | -4 | 10 | -4 | -7 | 0 | -4.1 | 3
- CC(OC(=O)[C@@H]1CCCN1C(=O)c1cccs1)C(=O)Nc1cccc([N+](=O)[O-])c1 (stereo not given in full)
    -2 | 12 | -29 | -17 | -10 | 7 | 20 | -3.5 | 7
- CCOc1ccc(CNC(c2ccccc2)c2ccccc2)cc1
    0 | -1 | -4 | 4 | -1 | -2 | -1 | 0.4 | 4
- CCC(C)NC(=O)c1cc(S(=O)(=O)N2CCCCC2)c[nH]1 (stereo not given)
    12 | 0 | -3 | 14 | 3 | 3 | 1 | -1.9 | -11
- Cc1cc(C)cc(NC(=O)CSc2nnc(CNC(=O)c3cccs3)o2)c1
    -24 | -11 | 4 | 6 | -5 | -3 | 1 | -1.8 | 6
- OC(Cn1cncn1)c1ccc(Cl)cc1Cl (stereo not given)
    8 | -3 | 3 | 7 | 1 | 0 | 1 | 1.9 | 0
- NC(=O)CN(c1ccc(Oc2ccccc2)cc1)S(=O)(=O)c1ccccc1
    -4 | -8 | -7 | -1 | -4 | 3 | 1 | 0.5 | 0
- COc1ccc(OC)c2[nH]c(=O)c(CCNC(=O)C(=O)c3c(C)[nH]c4ccccc34)cc12
    5 | 10 | -8 | 9 | -6 | 0 | 6 | -1.1 | -10
- CCOc1ccccc1NC(=O)NNC(=O)CCc1ccc(OC)cc1
    1 | 4 | -1 | 0 | -2 | 0 | 1 | 0.1 | 3
- C=CCOc1c(Br)cc(CNn2nnnc2N)cc1OCC
    -15 | 6 | 0 | 2 | 2 | -2 | 2 | 1.8 | -6
- Cc1cc(C)cc(NC(=S)NC2CC3CCCC(C2)N3C2CC2)c1 (stereo not given)
    -20 | 4 | 0 | 2 | 3 | -12 | 2 | 0.6 | -2
- COc1ccc(C(=O)c2c[nH]c(C(=O)NCCCn3ccnc3)c2)cc1
    4 | 0 | 3 | 0 | 3 | 0 | 4 | -1.8 | -12
- O=C(CCN1C(=O)C2CCCCC2C1=O)Nc1nc2c(F)cc(F)cc2s1 (stereo not given)
    -12 | 3 | -5 | 2 | -2 | 3 | 2 | 3.4 | 14
- O=C(O)CC1NC(=S)N(c2ccccc2)C1=O (stereo not given)
    -3 | -3 | -4 | 2 | 8 | 0 | -1 | -2.5 | 0
- O=S(=O)(c1ccc(F)cc1)N(CCO)CC(O)Cn1c2ccccc2c2ccccc21 (stereo not given)
    -37 | 7 | -5 | 3 | -2 | 7 | 13 | 0.9 | 13
- CCOc1ccc(-c2cn(S(=O)(=O)c3cccc4nsnc34)nc2N)cc1
    26 | -15 | -1 | 2 | 15 | -10 | 0 | -0.1 | -8
- CCCn1c(N)c(C(=O)CSc2nc3ccccc3c(=O)n2-c2ccc(OC)cc2)c(=O)[nH]c1=O
    20 | -5 | -7 | 10 | -1 | -4 | 0 | 0.6 | 0
- CCC(=NCCc1c(C)[nH]c2ccccc12)C1=C(O)CC(c2ccccc2)CC1=O (stereo not given)
    21 | -7 | 0 | -4 | -3 | -5 | 0 | -0.5 | -8
- CC(=O)c1ccc(S(=O)(=O)N2CCN(c3nc(-c4cccnc4)nc4ccccc34)CC2)cc1
    -2 | 18 | -22 | -30 | -17 | -5 | 17 | 1.8 | 3
- Clc1ccc(/C=N/N2CCN(Cc3ccccc3)CC2)cc1
    -5 | -5 | -4 | 11 | 3 | -1 | 0 | -0.7 | -8
- COc1ccc(/C=C/C(=O)NCCCN2CCCC2)cc1
    15 | 15 | -9 | -15 | -11 | 2 | 18 | -0.8 | 20
- COc1ccccc1-c1nnc(NC(=O)c2cccc(N3C(=O)CCC3=O)c2)o1
    11 | -11 | 5 | 9 | 3 | 1 | 0 | 1.4 | 2
- N#Cc1sc(NCc2cccc(Cl)c2)nc1Cl
    7 | 6 | -14 | -6 | -7 | 0 | 16 | -0.7 | -17
- COc1ccccc1OCc1nnc(SCC(=O)Nc2nnc(C3CC3)s2)n1C
    2 | 12 | 0 | 2 | 3 | 0 | 0 | -1.6 | -1
- CCSc1nc(N2CCOCC2)c2ccccc2n1
    -18 | 0 | 1 | 4 | 0 | -4 | -1 | 0.2 | 10
- CCCCn1c(N)c(N(CCC(C)C)C(=O)c2ccc([N+](=O)[O-])s2)c(=O)[nH]c1=O
    -3 | 7 | -1 | 11 | 0 | 2 | 0 | -1.2 | 2
- Cc1occc1C(=O)N1CCN(c2ccc(Cl)cc2)CC1
    -13 | -3 | 8 | -2 | 3 | 3 | 6 | 2.7 | 2
- CC(C)CCNC(=O)Cc1ccccc1[N+](=O)[O-]
    4 | 2 | 1 | -3 | -1 | 2 | 1 | -2.2 | 15
- Cc1ccc(-c2nc3cc(C)c(Br)c(C)n3c2CC(C)(C)C)cc1
    . | -9 | 0 | -3 | -1 | 2 | 1 | . | -7
- Cc1ccc(C2/C(=C(/O)c3ccc(Br)cc3)C(=O)C(=O)N2Cc2ccco2)o1 (stereo not given)
    5 | -3 | 2 | 8 | -1 | -4 | 1 | 0.7 | 1
- Cc1ccc(S(=O)(=O)c2c(N)n(-c3ccccc3)c3nc4ccccc4nc23)cc1
    -2 | 5 | -4 | 1 | -2 | -1 | 1 | 1.2 | 8
- CC(=O)NC(CCS(C)(=O)=O)C(=O)Nc1ccc(Oc2ccccc2)cc1 (stereo not given)
    21 | -3 | -5 | 13 | 9 | 1 | 2 | -3.8 | -8
- COc1ccc(N2C(=NC(=O)CCCc3ccccc3)SC3CS(=O)(=O)CC32)cc1 (stereo not given)
    8 | 7 | -2 | 12 | 3 | -3 | 1 | 0.6 | -13
- NNC(=O)c1ccc(COc2ccccc2)cc1
    -4 | 8 | -8 | 4 | -4 | -2 | 2 | 0.8 | -3
- CN(C)c1ccnc2sc(C(=O)c3ccccc3)c(N)c12
    -17 | -7 | -2 | 2 | -8 | -3 | 0 | 1.1 | 9
- Cc1ccc(C2OC34CCCCCC3C(C#N)(C(=N)O4)C2(C#N)C#N)cc1 (stereo not given)
    -9 | -7 | 10 | 9 | 11 | 1 | 2 | 1.7 | -7
- Cc1cc(C(=O)OCC(=O)c2c(N)n(C)c(=O)n(C)c2=O)c(C)n1-c1ccccc1
    -8 | -3 | 0 | -6 | 0 | -1 | 1 | 7.3 | 2
- Cc1c(Cl)cccc1-c1ccc(/C=N/n2cnnc2)o1
    -13 | 9 | -1 | 1 | 12 | 1 | 3 | -0.8 | 7
